HEK293 tox – cytotoxicity counter-screen for GLP-1 receptor inverse agonists | HEK293 cAMP-luciferase reporter cells, luminescence, 24 h | Potency, µM (doses to about 38.3 µM), without a hit: at the top dose activity change, negative = inhibition, usual class: inhibitors | 410,000 compounds, 0.13% hits | AID 624418;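 note: loss of luciferase light is scored as toxicity; potency is the fitted concentration of half-maximal effect; % is set by controls: 0 for no effect and ±100 for the full control effect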
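Compound-treated cells are incubated 24 hr at 37 deg C under 5% CO2 after a 12 hour attachment period, then luciferase detection reagent is added and luminescence is measured following 12 min at room temperature; lowered signal indicates toxicity.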
PLK1 PBD block – PLK1 (human) polo-box domain binding inhibition. Potency, µM, for inactives: max response, negative = inhibition, usual class: inhibitors. 360,000 compounds, 2.8% hits. Plk1 PBD binding of FITC phosphopeptide, fluorescence polarization. P53350; note: potency is the fitted concentration of half-maximal effect; series mostly up to about 57 µM; % is set by controls: 0 for no effect and ±100 for the full control effect; nearly all actives have a fitted effect of over 65% in size
DRD3 antagonist – D3 dopamine receptor (human) antagonism; D3R cells, DiscoveRx beta-arrestin luminescence, antagonist mode; hits give low values; max response, negative = inhibition, %; 360,000 compounds, 2.5% hits; AID 652054; in the data active = max response below about -50%; inconclusive = no clear call, values can overlap the other calls; note: % is set by controls: 0 for no effect and ±100 for the full control effect; mostly tested at two doses, the higher about 12 µM
Target sequence (P35462 whole entry, looked up): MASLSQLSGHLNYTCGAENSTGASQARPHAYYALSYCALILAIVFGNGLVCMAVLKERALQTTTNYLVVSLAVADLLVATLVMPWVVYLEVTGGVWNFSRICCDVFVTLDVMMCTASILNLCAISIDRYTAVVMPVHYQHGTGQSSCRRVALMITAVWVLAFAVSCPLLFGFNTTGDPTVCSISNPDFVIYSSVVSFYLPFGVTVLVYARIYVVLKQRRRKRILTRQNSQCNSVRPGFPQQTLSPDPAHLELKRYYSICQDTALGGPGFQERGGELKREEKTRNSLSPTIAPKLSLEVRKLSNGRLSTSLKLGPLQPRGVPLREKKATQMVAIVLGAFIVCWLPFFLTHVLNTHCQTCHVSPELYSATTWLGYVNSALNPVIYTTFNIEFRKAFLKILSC
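Cells expressing the human receptor were seeded at 1500 cells/well, incubated overnight at 37 degrees C in 5% CO2, then exposed to library compounds with dopamine controls for 90 minutes at 37 degrees C before luminescent detection.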
WRN helicase inh – blocks human WRN helicase | WRN helicase unwinding, fluorescent forked duplex, kinetic | Potency, µM (titrated, usually from 114 µM), without a hit: top-dose activity change, negative = inhibition, most hits filed as inhibitors | AID 651768 | Q14191 | 360,000 compounds, 0.46% hits; note: potency is the fitted concentration of half-maximal effect; % is set by controls: 0 for no effect and ±100 for the full control effect; nearly all actives have a fitted effect of over 55% in size
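Kinetic fluorescence helicase assay: unwinding of a quenched forked DNA duplex (100 nM final) with 2 mM ATP final raises red fluorescence (525/598 nm). Compounds sat 15 min at room temperature with 20 nM WRN beforehand.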
D3 ag – activates the human D3 dopamine receptor; D3R DiscoveRx beta-arrestin cells, luminescence, 90 min; 410,000 compounds, 0.58% hits; max activation, %; in the data active = max activation above about 30%; note: 0% is about no effect; mostly tested at two doses, the higher about 12 µM
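Agonist mode: compounds and dopamine controls were applied to plated cells for 90 min at 37 degrees C after an overnight attachment at 1500 cells/well. Luminescent read-out followed 30 - 60 minutes at room temperature with DiscoveRx detection reagent.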
GLP-1R agonist – activates the human GLP-1 receptor. P43220. HEK293 GLP-1R CRE-luciferase, luminescence, 4-6 h; cells express a hypersensitive GLP-1R form. Potency, µM (top dose mostly 45.6 µM), for inactives: top-dose activation, usual class: activators. 380,000 compounds, 0.007% hits. AID 624172; note: potency is the fitted concentration of half-maximal effect; % of control where 0% means no effect
GLP1R inv ag – acts as inverse agonist at human GLP-1 receptor | Potency, µM (series often up to 38.3 µM), for inactives: top-dose activity change, negative = inhibition, actives largely listed as inhibitors | P43220 | 410,000 compounds, 1.6% hits | HEK293 GLP-1R CRE-luciferase, luminescence, 24 h; GLP-1R form is constitutively active; note: potency is the fitted concentration of half-maximal effect; % is set by controls: 0 for no effect and ±100 for the full control effect; nearly all actives have a fitted effect of over 55% in size
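qHTS in 1536-well format: reporter HEK293 cells expressing constitutive GLP-1R activity in DMEM + 10% Nu serum, 24 hr with compounds at 37 deg C, luminescence read after 12 min with detection reagent.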
IL-2 act – activates IL-2 in a cell-based reporter assay. IL-2 activation reporter assay, cell-based qHTS; stimulated with anti-CD3/CD4/CD28 beads; in transgenic mouse T cells. activation, % (series mostly up to about 46 µM). 360,000 compounds, 0.065% hits. AID 652025; in the data active = activation above about 50%; inconclusive = mostly about 30% to 49%; note: 0% is about no effect
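Unstimulated transgenic mouse T cells preincubated 60 min with compound, then stimulated with anti-CD3/anti-CD4-coated beads plus anti-CD28 for 18 h at 37 degrees C. IL-2 response read as EGFP and DsRed fluorescence by plate cytometry.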
PI5P4Ka inh – blocks human PI5P4K alpha kinase activity. P48426. PI5P4Kalpha enzyme, ADP-Glo luminescence, 60 min; hits give low values. max response, %. 330,000 compounds, 1.2% hits; active = max response of -50% or lower; inconclusive = between -30% and -50%; inactive = -30% or higher; note: value at the top dose of about 77 µM; % is set by controls: 0 for no effect and ±100 for the full control effect
Target sequence (P48426 whole entry, looked up): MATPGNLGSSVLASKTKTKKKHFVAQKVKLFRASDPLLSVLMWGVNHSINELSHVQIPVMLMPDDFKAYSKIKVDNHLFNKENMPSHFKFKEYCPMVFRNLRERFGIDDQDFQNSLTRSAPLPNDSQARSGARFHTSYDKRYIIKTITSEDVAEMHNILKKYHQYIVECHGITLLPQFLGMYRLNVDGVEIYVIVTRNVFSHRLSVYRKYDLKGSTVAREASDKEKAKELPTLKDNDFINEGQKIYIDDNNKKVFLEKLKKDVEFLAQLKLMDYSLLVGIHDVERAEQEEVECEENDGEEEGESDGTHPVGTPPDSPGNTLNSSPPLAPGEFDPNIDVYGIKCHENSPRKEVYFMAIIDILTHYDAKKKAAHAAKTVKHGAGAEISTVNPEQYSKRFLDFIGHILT
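qHTS, 1536-well: enzyme/substrate mix, compound by pin tool, 5 microM ATP final; RT 60 min; ADP-Glo reagents 1 (45 min) then 2 (30 min); luminescence.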
An asterisk follows results filed as active; ? = inconclusive; . = no result given; [ ] = remark or other dose. Unless noted, calls come from the whole dose curve; as a rule, active = well fitted curve in the direction sought with a large enough effect; inconclusive = small, poorly fitted or top-dose-only effect, or another doubt; inactive = no such curve, though single readings can be large; an effect the other way counts as inactive or inconclusive.

Every second line gives: HEK293 tox, PLK1 PBD block, DRD3 antagonist, WRN helicase inh, D3 ag, GLP-1R agonist, GLP1R inv ag, IL-2 act, PI5P4Ka inh
CCOC(=O)c1cnc(-n2nc(C)cc2C)nc1NCc1ccc2c(c1)OCO2
 : ?, -1%, -4, -5%, -7, -2%, 3.5µM*, 0.6, 0
CCc1onc(C)c1C(=O)Nc1ccc2c(c1)OCO2
 : -4%, -1%, 4, 2%, 3, -4%, -7%, 1.1, 1
O=C(N/C=C/n1cnc2cc(C(F)(F)F)ccc21)c1ccccc1F
 : -4%, 4%, 18, 0%, -1, 0%, -14%, 1.1, 0
COC(=O)N1CC=CC1(C)C(=O)NCc1cc(F)cc(C(F)(F)F)c1 (stereo not drawn)
 : -3%, -2%, -29, 4%, 2, 3%, -22%, -3.2, -3
CCn1c(SCC(=O)N2CCCCC2)nc2c1c(=O)n(C)c(=O)n2C
 : -16%, -7%, -4, 6%, 13, 29%, 67%[activator], 0.0, 0
CCc1nnc(NS(=O)(=O)c2ccc(NC(=O)c3cccc(Br)c3)cc2)s1
 : -9%, -12%, 12, -13%, 2, -1%, -4%, -2.8, -1
O=C(NC(c1ccc(Cl)cc1)c1ccccn1)C1CCN(CCOc2ccc(Cl)cc2Cl)CC1 (stereo not drawn)
 : ?, -12%, -77*, 2%[57.1 µM], -11, -5%, ?, -0.6, 18
O=C(Oc1c(-c2ccco2)oc2ccccc2c1=O)c1cccnc1
 : 324%[activator], -3%, 17, -7%, 4, 1%, ?, -3.2, -4
CCOC(=O)N1CCN(S(=O)(=O)c2ccc(Cl)cc2)CC1
 : -10%, 2%, 0, 1%, 3, 0%, -14%, -0.5, 1
COc1ccc(S(=O)(=O)N2CCOC2CNC(=O)C(=O)NCc2ccc(F)cc2)cc1 (stereo not drawn)
 : -18%, 8%, -5, -14%, 17, 0%, -9%, 0.6, 6
CCCn1c(=O)c(/C(N)=N/O)nn(-c2cccc(C(F)(F)F)c2)c1=O
 : 14%, -1%, 20, 0%, 14, 6%, 19%, -3.3, -5
CCN1CC(CN(C)Cc2cn(-c3cccc(C)c3)nc2-c2cccc(F)c2)CC1=O (stereo not drawn)
 : -19%, 4%, 20, -8%, 8, ?, 10µM*, -0.3, 15
Cc1ccc(C2=CC(=O)CC(C)(C)C2)cc1
 : 10%, -14%, 6, -6%, -9, 1%, 11%, -0.3, 1
CCOC(=O)c1ccc(NC(=O)C(C)Sc2nc(=O)cc(N)n2CCc2ccccc2)cc1 (stereo not drawn)
 : -7%, ., ., ., 5, -5%, 12%, ., .
O=C(CCNS(=O)(=O)c1ccccc1C(F)(F)F)N1CCN(S(=O)(=O)c2cccc(Cl)c2)CC1
 : 19%, -6%, 1, -3%, -2, -8%, -20%, -1.5, 1
COC(=O)[C@@]12C[C@@H](CC(=O)NCc3ccccc3)C(=O)N(Cc3ccccc3)C1=CCC(C)(C)C2
 : -19%, -3%, -6, -4%, 5, ., 11µM*, 1.6, 4
CCOC(=O)c1[nH]c2ccc(F)cc2c1NC(=O)Nc1ccccc1OC
 : 7%, -8%, -3, -10%, -6, 15%, 7%, 2.5, 8
O=c1cc(-c2ccc(O)c(O)c2)oc2cc(O)c([C@@H]3O[C@H](CO)[C@@H](O)[C@H](O)[C@H]3O)c(O)c12
 : -4%, 3%, 26, -18%, 17, -4%, -6%, 0.0, -5
CCOC(=O)c1cn(CC)c2cc(F)c(F)cc2c1=O
 : -1%, -8%, -5, -26%, 2, -5%, 10%, -0.1, -3
CC1=Nc2cc(Cl)ccc2Oc2ccccc21
 : 1%, -8%, 3, 9%[57.1 µM], -4, 11%, -11%, 0.0, 3

Reformatted as labelled records: two of the compounds above.
O=c1cc(-c2ccc(O)c(O)c2)oc2cc(O)c([C@@H]3O[C@H](CO)[C@@H](O)[C@H](O)[C@H]3O)c(O)c12
  HEK293 tox: -4%
  PLK1 PBD block: 3%
  DRD3 antagonist: 26
  WRN helicase inh: -18%
  D3 ag: 17
  GLP-1R agonist: -4%
  GLP1R inv ag: -6%
  IL-2 act: 0.0
  PI5P4Ka inh: -5

CCOC(=O)c1cn(CC)c2cc(F)c(F)cc2c1=O
  HEK293 tox: -1%
  PLK1 PBD block: -8%
  DRD3 antagonist: -5
  WRN helicase inh: -26%
  D3 ag: 2
  GLP-1R agonist: -5%
  GLP1R inv ag: 10%
  IL-2 act: -0.1
  PI5P4Ka inh: -3

(cont.)
Every second line gives: HEK293 tox, PLK1 PBD block, DRD3 antagonist, WRN helicase inh, D3 ag, GLP-1R agonist, GLP1R inv ag, IL-2 act, PI5P4Ka inh
CCCCN=C(Nc1ccc(Cl)cc1)c1cccnc1
 : -30%, -4%, -64*, 8%, -9, 4%, 0%, 0.9, -1
COc1ccccc1NS(=O)(=O)c1cc(NC(=O)c2ccccc2F)ccc1N1CCOCC1
 : 2%, 27µM*, -3, -16%, 0, 9%, 14%, -0.9, 7
COC(=O)[C@@]1(Cc2ccc(F)cc2)[C@H]2c3cc(C(=O)N(C)C)n(Cc4c(CO)[nH]cc(C)c4=O)c3C[C@H]2CN1C(=O)c1ccccc1
 : -7%, -5%, 6, -3%, 4, 3%, 20%, 1.9, 0
COc1ccc(CN2C(=O)CCC2(C)c2nnnn2-c2c(C)cccc2C)cc1OC (stereo not drawn)
 : 1%, -9%, -23, -5%, -2, -3%, 19%, 1.1, 0
C[C@@H]1O[C@@H](O[C@H]2[C@H](Oc3cc(O)c4c(c3)OC(c3ccc(O)cc3)CC4=O)O[C@H](CO)[C@@H](O)[C@@H]2O)[C@H](O)[C@H](O)[C@H]1O (stereo partly drawn)
 : 7%, 0%, 24, 7%, 17, 3%, 3%, -0.2, -1
O=C(NCc1ccccc1)NC1CCS(=O)(=O)C1 (stereo not drawn)
 : 0%, 3%, 5, -4%, -7, 1%, 2%, -1.1, -2
N#Cc1cccc(NC(=O)CN2CCN(Cc3ccccc3)CC2)c1
 : 0%, -5%, ?, -2%, -9, 7%, -9%, -3.9, 4
CC(=O)NC(CCS(C)(=O)=O)C(=O)Nc1nccs1 (stereo not drawn)
 : 0%, 27µM*, 4, 3%, 3, -4%, 9%, -1.8, 4
Cc1ccc(N/C(CSC(N)=O)=N/S(=O)(=O)c2ccccc2)cc1
 : -2%, -14%, -22, -3%, 1, -18%, 6%, 3.5, 1
COc1ccc(/C=N/NC(=O)c2ccc3c(c2)OCO3)c(C(=O)O)c1OC
 : 7%, -14%, -14, 7%, -8, -5%, 11%, 0.0, 0
CC(C(=O)Nc1ccc(C(=O)O)cc1)N1C(=O)c2ccccc2C1=O (stereo not drawn)
 : -10%, 0%, -19, 1%, -1, 0%, 4%, -1.1, -1
COC(=O)c1nn(-c2ccccc2)c(=O)cc1O
 : 6%, ?, 5, -27%, 0, -2%, 4%, 0.2, -16
COc1cc(NS(=O)(=O)c2ccc(NC(=S)NC(=O)c3ccco3)cc2)ncn1
 : 2%, -7%, ?, -3%, -2, 9%, 2%, -1.8, -2
COc1ccc(C(C)(O)c2nc(/C=C/c3ccccc3)cs2)cc1 (stereo not drawn)
 : 1%, -5%, -78*, -13%, -12, -7%, -3%, 0.1, -8
COc1ccc(/C=C(\C)c2nc(C)c(-c3ccccc3)c(=O)[nH]2)cc1
 : -13%, -4%, 7, -8%, 9, 8%, 12%, -0.5, 0
CC(C)N(CCO)C(=O)CCc1nnc(CCCc2ccccc2)o1
 : 9%, -9%, -11, -2%, -9, 13%, 17%, 0.1, 0
CCNC(=O)Cc1ccc(NS(=O)(=O)c2ccc(F)cc2)cc1
 : 7%, -13%, -27, -1%, -12, 28%, 7%, -1.5, .
COc1ccc(N(CCOc2ccccc2)S(=O)(=O)c2ccccc2)cc1
 : 12%, -14%, -10, 1%, -6, 2%, ?, 1.6, -4
Cc1ccccc1OC1(C)CCN(Cc2ccc(-c3ccccn3)cc2)C1 (stereo not drawn)
 : 3%, 0%, -75*, -1%, -9, -4%, -21%, -0.2, 3
c1ccc2c(c1)ccn1c(Cc3ccsc3)c(C3CCCCC3)nc21
 : 1%, -8%, -83*, -6%, -17, 0%, ?, -0.7, -6
CCC(=O)N1CCc2cc(Br)cc(S(=O)(=O)NCCCN(C)Cc3ccccc3)c21
 : -8%, 3%, 6, -7%, -12, 9%, ?, -3.6, -8
COc1ccc2c(c1OC)C(=O)N1c3ccccc3C(=O)N(c3ccccc3F)C21 (stereo not drawn)
 : ?, -6%, -10, -9%, -3, 0%, ?, 0.2, 10
COc1ccc(NC(=O)c2oc3ccccc3c2NC(=O)C23CC4CC(CC(C4)C2)C3)c(OC)c1
 : -4%, ., ., ., 6, -2%, 2%, ., .
Nc1cc(S(=O)(=O)O)cc([N+](=O)[O-])c1O
 : 8%, ?, -15, ?, 5, 0%, -3%, 0.4, -13
COc1ccc(-c2nnc(SCC(=O)N3CCCC3=O)n2N)cc1OC
 : -3%, -2%, 3, 2%, 6, 7%, 8%, -0.6, 3
CCC(Sc1nc(=O)cc(N)n1CCc1ccccc1)C(=O)Nc1ccccc1C#N (stereo not drawn)
 : 10%, -11%, -16, -16%, -2, 5%, -5%, -0.8, 1
Cc1cc2[nH]c(=O)c(=O)[nH]c2cc1S(=O)(=O)NCc1ccccc1
 : 4%, -5%, 0, -6%, 4, 4%, 14%, -0.1, -1
C/C(=N\Nc1ccc(Cl)c(C(=O)O)c1)c1ccc(N2CCOCC2)cc1
 : 3%, ?, ?, -21%, -1, 1%, 94%[activator], -3.3, ?
COC(=O)c1ccccc1NC(=O)COC(=O)c1cccnc1
 : -3%, 0%, 2, -4%, 0, -3%, 6%, 0.4, -2
O=C(/C=C/c1ccccc1[N+](=O)[O-])N1CCc2ccccc2C1
 : -8%, 1%, 2, -3%, -10, 21%, -12%, -2.4, 5
CC1CCCN(C(C(=O)Nc2ccc3c(c2)OCO3)c2ccccc2)C1 (stereo not drawn)
 : -1%, -9%, -20, -3%, -9, 1%, ?, -0.9, -2
COc1ccc(/C=C/C(=O)Nc2ccccc2C(F)(F)F)cc1
 : -7%, 1%, 6, -1%, 1, 4%, 4%, -0.5, 16
O=C(COc1ccc(Cl)cc1)Nc1ccc2c(c1)nc1n2CCOC1
 : -3%, -14%, -7, -2%, -8, 4%, 0%, -2.6, -6

Assay outcomes deposited in PubChem BioAssay by National Center for Advancing Translational Sciences (NCATS).
